NALP1 yeast inh: NALP1 inflammasome inhibitors in reconstituted yeast, colorimetric, S. cerevisiae, triplicate retest | S. cerevisiae NALP1/ASC/caspase-1 growth, X-gal OD620, 72 h | inhibition, % at 10 µM | 0.61% of 280,000 active; in the data active means inhibition mostly above about 24%, no sharp cut-off; inactive means mostly below about 32%; further: some compounds called inactive have numbers as strong as hits
MEKK3 PB1 HTS: modulators of MEKK3-MEK5 PB1 binding, primary screen, biochemical, wildtype MEKK3, multiplex bead flow cytometry, Alexa488-MEK5; Mitogen-activated protein kinase kinase kinase 3 (Homo sapiens), Q99759; bead-based flow cytometry, Alexa488-MEK5 binding to MEKK3; actives lie on both sides; 0 = blocked by unlabeled MEK5, 100 = vehicle; binding response (% of control), % at 10 µM; 1.4% of 290,000 active; AID 1529, 2009;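 active means binding response more than 3 SD above or below the average of its plate-row segment, actives on both sides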;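 further: Alexa488 bead fluorescence after subtracting the streptavidin-only scavenger bead signal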
Target sequence (Q99759 whole entry, looked up): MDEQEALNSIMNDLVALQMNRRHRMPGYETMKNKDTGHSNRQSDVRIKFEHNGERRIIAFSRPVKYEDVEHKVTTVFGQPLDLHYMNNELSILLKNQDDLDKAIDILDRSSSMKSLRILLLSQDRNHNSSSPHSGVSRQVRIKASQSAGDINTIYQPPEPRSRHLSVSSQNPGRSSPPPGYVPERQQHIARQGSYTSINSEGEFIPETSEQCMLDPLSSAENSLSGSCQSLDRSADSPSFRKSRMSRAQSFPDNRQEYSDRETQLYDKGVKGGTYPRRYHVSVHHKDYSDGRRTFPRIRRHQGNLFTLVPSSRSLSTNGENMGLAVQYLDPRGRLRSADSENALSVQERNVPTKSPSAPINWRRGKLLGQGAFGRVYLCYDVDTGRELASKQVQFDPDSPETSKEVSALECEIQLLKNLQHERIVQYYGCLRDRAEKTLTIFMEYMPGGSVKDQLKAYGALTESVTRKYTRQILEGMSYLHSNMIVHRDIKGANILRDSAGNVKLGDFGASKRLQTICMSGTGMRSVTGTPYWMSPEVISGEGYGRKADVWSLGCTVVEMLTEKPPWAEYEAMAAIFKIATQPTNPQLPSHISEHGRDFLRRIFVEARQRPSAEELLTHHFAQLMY
PHOSPHO1 block: PubChem AID 1565 | Phosphoethanolamine/phosphocholine phosphatase (Homo sapiens), Q8TCT1 | recombinant PHOSPHO1, absorbance phosphatase assay | 1.1% of 290,000 active | inhibition, % at 13.3 µM; in the data active means inhibition above about 60%
MEKK2wt PB1 HTS: modulators of MEK5 binding to wildtype MEKK2, primary screen, biochemical, multiplex bead flow cytometry, Alexa488-MEK5 | Mitogen-activated protein kinase kinase kinase 2 (Homo sapiens), Q9Y2U5 | Alexa488-MEK5 binding to MEKK2 WT; actives lie on both sides | binding response (% of control), % at 10 µM | 1.1% of 290,000 active; in the data active means binding response below about 67% or above about 130%
MEKK2 mut-MEK5: MEK5 binding signal on mutant MEKK2 PB1, primary screen, biochemical, multiplex bead flow cytometry, Alexa488-MEK5 | Alexa488-MEK5 binding to MEKK2 mutant | percent response, % at 10 µM | 0.35% of 290,000 active | AID 1530, 2009; in the data active means percent response above about 24%, passing the limit was not always enough; further: inactives centre near 1; some results filed as inactive read as strong as hits; reference of the scale not given here
OXTR ag: human OXTR agonists, primary screen, fluorescence, CHO-OTR cells, Fluo-8 calcium. Oxytocin receptor (Homo sapiens), P30559. Fluo-8 calcium fluorescence; normalized: DMSO 0%, oxytocin 100%. activation, % at 3 µM. 0.32% of 320,000 active;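 active means activation above the mean of all tested compounds plus 3 SD, cutoff set per screening run, cut at about 20% in these data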;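 further: peak over basal fluorescence ratio from a 100 s FLIPR kinetic read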
GalR3 antag: GalR3 antagonists in HEK293 cells, primary screen, cell-based, fluorescence readout; Galanin receptor type 3 (Homo sapiens), O60755; HEK293 GalR3-CNG cAMP membrane potential fluorescence; galR3 body fused to GalR1 C-terminus; inhibition, % at 3 µM; 0.44% of 360,000 active; AID 651719, 2012;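 active means inhibition above the screen-wide average plus 3 SD, cut at about 13% in these data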;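 further: forskolin and galanin both at EC90 stimulate the cells; cAMP rise reported by CNG channel membrane potential dye signal; 0% = forskolin plus galanin with DMSO and 100% = forskolin alone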
V1aR counter: agonists of human V1a receptor, primary screen, counter-screen for OXTR agonist project, fluorescence, CHO-V1R cells; Vasopressin V1a receptor (Homo sapiens), P37288; Fluo-8 calcium fluorescence, agonist mode; 0% DMSO, 100% 3 nM vasopressin; activation, % at 3 µM; 0.25% of 320,000 active; AID 2797, 2010;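 active means activation above the mean activation of all tested compounds plus 3 SD, per screening run, cut at about 20% in these data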;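 further: signal is peak over basal fluorescence ratio across a 100 second FLIPR read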
GPR7 antagonist: GPR7 receptor antagonists, primary screen, cell-based, fluorescence, single concentration; AID 1861, 2009; 1.1% of 290,000 active; Neuropeptides B/W receptor type 1 (Homo sapiens), P48145; GPR7-expressing cells, fluorescence antagonist assay; inhibition, % at 4.4 µM; in the data active means inhibition above about 16%, passing the limit was not always enough;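 further: cells stimulated with the agonist NPW; 0% = agonist with vehicle and 100% = vehicle without agonist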
Target sequence (P48145 whole entry, looked up): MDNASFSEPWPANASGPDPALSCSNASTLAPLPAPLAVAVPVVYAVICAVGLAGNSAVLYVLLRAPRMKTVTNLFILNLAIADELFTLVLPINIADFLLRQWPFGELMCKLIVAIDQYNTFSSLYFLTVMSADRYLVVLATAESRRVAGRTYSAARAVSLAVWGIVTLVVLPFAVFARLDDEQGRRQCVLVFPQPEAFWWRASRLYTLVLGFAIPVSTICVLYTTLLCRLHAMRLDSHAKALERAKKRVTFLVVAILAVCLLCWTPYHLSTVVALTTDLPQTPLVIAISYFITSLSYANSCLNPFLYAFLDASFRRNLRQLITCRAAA
Starred values were filed as active, the others as inactive; · = not tested or not shown.

SMILES | NALP1 yeast inh | MEKK3 PB1 HTS | PHOSPHO1 block | MEKK2wt PB1 HTS | MEKK2 mut-MEK5 | OXTR ag | GalR3 antag | V1aR counter | GPR7 antagonist
c1cnc2ccc(C(c3nnnn3C3CCCC3)N3CCN(c4nc5ccccc5s4)CC3)cc2c1 (configuration not stated) | 11 | 99 | -29 | 93 | -3 | -0.4 | 0 | 0.7 | 3
COc1ccc(NC(=O)CN2C(=O)C(C)SC(C)C2=O)cc1 (configuration not stated) | 14 | 98 | 12 | 98 | -1 | -0.6 | -6 | 1.6 | -5
COC(=O)C1=C(C)NC(=O)NC1c1cc(Cl)ccc1OC (configuration not stated) | 11 | 98 | -1 | 94 | -3 | 0.2 | -3 | 0.3 | -10
O=C(Nc1ccc(F)cc1)c1sccc1SCc1cccc(C(F)(F)F)c1 | 28 | 99 | 4 | 113 | 2 | 1.7 | -1 | 3.1 | -9
Cc1ccc(Cn2cccc2/C=N/NC(=S)Nc2ccc(C)cc2)cc1 | 27 | 106 | -96 | 97 | -3 | 0.3 | 4 | 0.2 | -6
Cc1cccc(CC2CC(=O)N(c3ncccn3)C2=O)c1 (configuration not stated) | · | 58 | 0 | 69 | -11 | 0.8 | -1 | 1.9 | -18
COCCn1c(-c2ccccc2Cl)nc2c(c(=O)c3ccccc3n2C)c1=O | -9 | 100 | -9 | 99 | 1 | -1.1 | -5 | -0.2 | -3
COc1cc(OC)cc(C(=O)NCc2ccc3[nH]c(C)cc3c2)c1 | -19 | 104 | 32 | 103 | 0 | -1.2 | -6 | -0.5 | 3
CC1Oc2ccccc2N(CC(=O)Nc2ccccc2F)C1=O (configuration not stated) | 14 | 104 | 30 | 109 | 18 | 0.4 | -6 | 0.6 | -11
CCCNC(=O)NC(=O)COC(=O)CC(NC(N)=O)c1ccc(Cl)cc1 (configuration not stated) | 12 | 101 | -17 | 101 | -1 | -0.6 | 1 | 0.1 | -8
CCn1c(C(=O)N2CCc3ccccc3C2)cc2sccc21 | -9 | 105 | 3 | 102 | 9 | -1.2 | 3 | -1.6 | -6
C=CCn1c(=O)/c(=C\c2ccccn2)s/c1=C(/C#N)C(=O)NCC1CCCO1 (configuration not stated) | 14 | 101 | -79 | 97 | -2 | -1.2 | -2 | 0.0 | -1
O=C(CCC1CCCN(C(=O)c2cccnc2)C1)NCc1ccccc1F (configuration not stated) | -2 | 102 | 17 | 105 | 7 | -0.8 | 1 | -0.7 | -14
Cc1cccc(-n2cnc3sc(C)c(C)c3c2=O)c1 | 11 | 100 | 19 | 100 | 7 | -2.9 | -2 | -0.3 | -12
NS(=O)(=O)c1ccc(N=Nc2c(O)[nH]c3ccc(Br)cc23)cc1 | 8 | 99 | 26 | 97 | 2 | 2.7 | 1 | 2.5 | -4
Cc1ccccc1CSc1nnc(-c2cccs2)n1Cc1ccco1 | 4 | 100 | 6 | 94 | 0 | -2.2 | -7 | -0.8 | 11
O=c1cc(CSc2ccccc2)[nH]c2ccccc12 | -2 | 99 | · | 101 | 2 | 10 | -10 | 7.7 | 1
CCC(=O)Nc1ccc(Br)c(Cl)c1 | 37 | · | -3 | · | · | -0.2 | -4 | 1.2 | -8
CCc1nnc(NC(=O)CSc2nnc(-c3cc4ccccc4cc3O)n2CC)s1 | 8 | 83 | 45 | 81 | -10 | -1.3 | -4 | 3.3 | -9
CCOCC(=O)N1CCC(Cc2ccccc2)CC1 | 7 | 100 | -5 | 110 | 5 | -0.2 | -3 | 0.7 | 2
O=C(COc1ccccc1Cl)NCCCNC(=O)c1ccco1 | 9 | 96 | 9 | 91 | -8 | 0.5 | -7 | 0.3 | -3
Clc1ccc(N/N=C/c2cccnc2)cc1 | 25 | 97 | -18 | 121 | 4 | -0.4 | -5 | 0.6 | -4
CCOC(=O)c1sc(NC(=O)CSc2nnnn2-c2ccc(C)cc2C)nc1C | -6 | · | 15 | · | · | -0.7 | -7 | 0.1 | -17
COc1cccc(/C=C(/C(=O)OCC(=O)NC2CCCCCCC2)c2ccccc2)c1 | 29 | 96 | -7 | 101 | 14 | 2.5 | -6 | 3.8 | -10
O=C(CSc1n[nH]c(-c2cccs2)n1)N1CCN(S(=O)(=O)c2ccccc2)CC1 | -5 | 100 | -52 | 99 | -5 | -1.2 | 0 | 0.5 | -1

Ordered by number of heavy atoms (low to high): some entries from above
SMILES | NALP1 yeast inh | MEKK3 PB1 HTS | PHOSPHO1 block | MEKK2wt PB1 HTS | MEKK2 mut-MEK5 | OXTR ag | GalR3 antag | V1aR counter | GPR7 antagonist
Clc1ccc(N/N=C/c2cccnc2)cc1 | 25 | 97 | -18 | 121 | 4 | -0.4 | -5 | 0.6 | -4
Cc1ccc(Cn2cccc2/C=N/NC(=S)Nc2ccc(C)cc2)cc1 | 27 | 106 | -96 | 97 | -3 | 0.3 | 4 | 0.2 | -6
CCOC(=O)c1sc(NC(=O)CSc2nnnn2-c2ccc(C)cc2C)nc1C | -6 | · | 15 | · | · | -0.7 | -7 | 0.1 | -17
CCc1nnc(NC(=O)CSc2nnc(-c3cc4ccccc4cc3O)n2CC)s1 | 8 | 83 | 45 | 81 | -10 | -1.3 | -4 | 3.3 | -9

Going on with the list.
SMILES | NALP1 yeast inh | MEKK3 PB1 HTS | PHOSPHO1 block | MEKK2wt PB1 HTS | MEKK2 mut-MEK5 | OXTR ag | GalR3 antag | V1aR counter | GPR7 antagonist
COC(=O)C1=C(C)NC2=C(C(=O)CCC2)C1c1cccs1 (configuration not stated) | 5 | 95 | -10 | 99 | 2 | · | 2 | · | -7
O=C(Nc1cnn(Cc2ccccc2)c1)c1nc2ncccn2n1 | 19 | 102 | -8 | 102 | 8 | 1.1 | -3 | 0.4 | -8
CCOc1ccccc1NC(=O)CCCN1C(=S)NC(C)(C)CC1C (configuration not stated) | 15 | 98 | -15 | 99 | -1 | -0.1 | 8 | 0.1 | 0
CC1(C)Nc2ccccc2C(=O)N1NS(=O)(=O)c1ccccc1 | 12 | 121 | -8 | 101 | 3 | 0.5 | 0 | -0.4 | -1
COc1ccc2cc(C#N)c(SCC(=O)NNC(=O)Cc3ccccc3)nc2c1 | 2 | 105 | 38 | 102 | 1 | -1.6 | -3 | -1.3 | -5
COC(=O)CN1C(c2cccc(Cl)c2)=Nc2ccc(Cl)cc2C1c1ccccc1 (configuration not stated) | 19 | 102 | -7 | 103 | 1 | -1.5 | -10 | 0.3 | 15
CSc1n[nH]c2nc3c(c(=O)n12)C1(CCCC1)Cc1ccccc1-3 | 15 | 116 | 3 | 100 | 0 | 1.0 | -6 | -0.3 | -9
O=C(Nc1ccc(F)cc1)C1C(c2ccccc2)C1(Cl)Cl (configuration not stated) | 32 | 93 | -2 | 95 | -4 | -1.2 | -1 | 3.7 | 17
O=C(CS(=O)(=O)c1cn(CC(=O)N2CCCC2)c2ccccc12)Nc1ccccc1F | 14 | 105 | 26 | 108 | 8 | -0.6 | -1 | 1.1 | -14
COc1ccc(CC(=O)NNC(=S)Nc2ccc(Br)cc2)cc1 | -4 | 92 | 98* | 89 | -4 | 2.1 | -2 | 1.1 | 9
CCOC(=O)C1CN(S(C)(=O)=O)c2cc(CC(=O)OC)ccc2O1 (configuration not stated) | 20 | 106 | -8 | 102 | 1 | 0.5 | -4 | 0.9 | -12
O=C(/C=C/c1ccccc1Cl)NCc1cccs1 | 15 | 107 | 16 | 100 | 0 | 0.6 | -4 | 1.1 | -2
C=CCOn1c(=O)c(-c2ccccc2)[n+]([O-])c2ccccc21 | -2 | 103 | 14 | 91 | -6 | -0.8 | -2 | 0.3 | 1
CNC(=S)N/N=C/c1cc(Br)cc(Br)c1O | 54* | 88 | -11 | 90 | 14 | -0.1 | -2 | 2.7 | -8
CCOc1ccccc1CN1CCC(N2CCC(C(=O)NC3CC3)CC2)CC1 | 11 | 104 | 16 | 107 | 2 | 1.4 | 1 | 5.4 | -5
COc1ccccc1CNC(=O)CCC(=O)N1Cc2cccc(OC)c2Oc2ncccc21 | 11 | 97 | -25 | 95 | 0 | -1.1 | -6 | -0.1 | -1
CCOC(=O)C1=C2SCCN2C(=O)C(C#N)C1(C)C (configuration not stated) | 26 | 95 | 7 | 98 | -2 | -0.4 | 3 | 0.8 | -5
Cc1cc(C)nc(Sc2nc(Cl)nc(N(c3ccccc3)c3ccccc3)n2)n1 | 9 | 99 | 83* | 97 | -1 | 2.3 | 2 | -0.2 | -7
O=[N+]([O-])c1cc([N+](=O)[O-])c(Oc2cc(Cl)ccc2Cl)cc1NC1CCCCCCC1 | 32 | 101 | 20 | 93 | -4 | -0.5 | -2 | 0.0 | -2
COC(=O)c1ccc(N2NC(=O)/C(=C/c3ccc(OC)c(OC)c3)C2=O)cc1 | 15 | 102 | 34 | 101 | 5 | 0.0 | -11 | 0.4 | -15
O=C(CSc1nnc2ccc(-c3ccccc3)nn12)NCC1CCCO1 (configuration not stated) | -8 | 102 | -23 | 107 | 3 | -1.1 | 8 | -1.0 | -12
Cc1ccc(CNC(=O)C2CC(c3ccccc3F)=NO2)cc1 (configuration not stated) | -13 | 99 | 35 | 104 | 2 | -0.9 | -7 | 0.4 | ·
CCC(=O)N1N=C(c2ccc(C)o2)CC1c1ccc(OC)cc1 (configuration not stated) | -1 | 101 | 23 | 103 | 1 | -1.8 | -4 | -0.5 | -2
CC1CC(=O)N(CC(=O)Nc2cccc(Cl)c2)c2ccccc2S1(=O)=O (configuration not stated) | 8 | 103 | 34 | 103 | 0 | 2.3 | 0 | 3.8 | 0
CC(C)Cc1ccc(C(=O)NCc2ccc3c(c2)OCO3)o1 | 12 | 102 | -44 | 101 | 3 | · | -9 | · | -8
The results go on:
SMILES | NALP1 yeast inh | MEKK3 PB1 HTS | PHOSPHO1 block | MEKK2wt PB1 HTS | MEKK2 mut-MEK5 | OXTR ag | GalR3 antag | V1aR counter | GPR7 antagonist
COC(=O)c1cn(C(=O)c2ccc(OC)cc2)c2ccccc12 | 20 | 108 | 10 | 103 | 3 | -2.7 | -1 | 0.0 | 10
CC(=O)Nc1ccc(S(=O)(=O)N2CC3(C)CC2CC(C)(C)C3)cc1 (configuration not stated) | 12 | 103 | 28 | 105 | 4 | -0.2 | -2 | 0.8 | -10
Cc1ccc(OCC(=O)N/N=C/c2ccc3c(c2)OCO3)cc1C | 18 | 111 | -13 | 103 | -3 | · | -2 | · | -1
CCn1c(=O)cc(SCC(=O)NCCN2CCN(Cc3ccccc3)CC2)c2ccccc21 | 40 | 86 | 0 | 93 | -9 | -1.8 | -9 | -0.4 | -6
N#Cc1ccc(OS(=O)(=O)c2ccc(-c3ccon3)s2)cc1 | -10 | 100 | 52 | 95 | 0 | 5.9 | -3 | 7.3 | -1
COc1ccc(N(CN2C(=O)C3CCCCC3C2=O)C(=O)c2ccco2)cc1 (configuration not stated) | 1 | 94 | -19 | 96 | -5 | -0.9 | -3 | -0.4 | -16
O=C(CSc1ccccc1)NCCCc1ccccc1 | 2 | 115 | 43 | 112 | -6 | -2.3 | 7 | -0.8 | 0
CNC(=O)c1[nH]cnc1C(=O)N[C@@H](C)C(=O)OC(C)(C)C | -6 | 105 | 14 | 106 | 2 | 0.6 | -8 | -0.2 | -18
COc1ccc(Cl)cc1NC(=O)CSc1nnc(-c2ccncc2)n1CC1CCCO1 (configuration not stated) | 22 | 98 | 0 | 102 | -1 | 1.2 | -3 | 0.8 | -8
